TcdB inh: blocks C. difficile toxin B glycohydrolase activity | hit rate 0.24% among 350,000 | TcdB glycohydrolase enzymatic assay, plate reader | inhibition, % at 9.99 µM | P18177; in the data active = inhibition above about 10%
Active calls of the source: *. These rows are one share of the data, so the mix of outcomes need not match the whole.

SMILES | TcdB inh
O=C(Nc1ccccc1F)N1CCCCN2[C@@H](CO)[C@H](c3ccc(C#Cc4cccnc4)cc3)[C@@H]2C1 | -0.5
CCC(=O)N(C)C[C@@H]1Oc2cc(-c3ccccc3F)ccc2S(=O)(=O)N([C@H](C)CO)C[C@@H]1C | 0.3
C[C@@H]1CN([C@H](C)CO)C(=O)c2cc(-c3cccc(C#N)c3)cnc2O[C@@H]1CN(C)C(=O)c1ccccn1 | 1.0
C[C@H](CO)N1C[C@H](C)[C@@H](CN(C)S(=O)(=O)c2ccc(F)cc2)OCCCC[C@H](C)Oc2ccc(NC(=O)Nc3ccc4c(c3)OCO4)cc2C1=O | 1.4
CCC(=O)Nc1ccc2c(c1)OC[C@H](C)N(C(=O)C1CCC1)C[C@H](C)[C@H](OC)CN(C)C2=O | 0.4
CN1CCN(C(=O)C[C@@H]2CC[C@H]3[C@@H](COc4ccc(NC(=O)C5CCCCC5)cc4C(=O)N3C)O2)CC1 | -9.5
O=C(NCC[C@@H]1CC[C@@H](NS(=O)(=O)c2cccc(F)c2)[C@@H](CO)O1)C1CCOCC1 | -0.8
COC(=O)[C@H](Cc1ccccc1)N1CC2=CCCC=C[C@H]2[C@@H]1[C@@H](O)Cc1ccccc1 | -2.9
COc1ccc2c3c(n(C)c2c1)[C@H](CO)NCC31CCN(Cc2ccc(-c3ccccn3)cc2)CC1 | 3.3
COc1ccc(CN(C)C[C@H]2Oc3ccc(NS(=O)(=O)c4cn(C)cn4)cc3C(=O)N([C@H](C)CO)C[C@H]2C)cc1 | -0.4
CCC(=O)Nc1ccc2c(c1)C(=O)N(C)[C@@H]1CC[C@@H](CC(=O)N[C@@H](C)c3ccccc3)O[C@@H]1CO2 | 1.9
C[C@@H]1CN([C@H](C)CO)C(=O)c2cccc(NC(=O)Nc3ccccc3)c2O[C@H]1CN(C)Cc1ccc(C(=O)Nc2ccccc2N)cc1 | -1.2
C[C@H]1CN([C@@H](C)CO)C(=O)c2cc(NC(=O)Nc3ccccc3)ccc2O[C@H]1CN(C)S(=O)(=O)c1ccc(F)cc1 | -12
C[C@H](CO)N1C[C@H](C)[C@@H](CN(C)Cc2ccc(-c3ccccc3)cc2)Oc2c(NC(=O)c3nc4ccccc4s3)cccc2C1=O | 0.0
COc1cccc(S(=O)(=O)N2CCCCN3[C@@H](CO)[C@H](c4ccc(C#CC5CC5)cc4)[C@@H]3C2)c1 | 0.5
CNC[C@@H]1Oc2ncc(/C=C/c3ccccc3)cc2C(=O)N([C@H](C)CO)C[C@@H]1C | 0.5
COc1ccc(CN(C)C[C@H]2OCCCC[C@@H](C)Oc3ccc(NC(=O)C4CCCCC4)cc3C(=O)N([C@H](C)CO)C[C@@H]2C)cc1 | -6.7
C[C@H]1CN([C@@H](C)CO)C(=O)Cc2cc(NC(=O)Nc3cccc4ccccc34)ccc2O[C@@H]1CN(C)CC1CCCCC1 | -1.2
CCC(=O)N1CCCCN2[C@H](CO)[C@@H](c3ccc(C#Cc4ccccc4)cc3)[C@H]2C1 | 0.0
C[C@@H]1CCCCO[C@@H](CN(C)C(=O)Nc2ccc(C(F)(F)F)cc2)[C@H](C)CN([C@@H](C)CO)C(=O)c2cc(NS(=O)(=O)c3ccccc3)ccc2O1 | -15
COc1cccc(-c2ccc3c(c2)[C@H]2[C@H](CCN2S(=O)(=O)c2ccccc2F)[C@@H](CO)N3)c1 | 0.8
C[C@@H]1CCCCO[C@@H](CN(C)Cc2ccc(C(=O)O)cc2)[C@H](C)CN([C@@H](C)CO)C(=O)c2cc(NC(=O)NC3CCCCC3)ccc2O1 | -3.3
O=C(Nc1ccc(F)cc1)N1CCCCN2[C@H](CO)[C@@H](c3ccc(C#CC4CC4)cc3)[C@H]2C1 | 1.4
O=C(C[C@H]1C[C@@H]2c3cc(NC(=O)C4CCC4)ccc3O[C@@H]2[C@H](CO)O1)NCc1ccccc1 | -0.5
C[C@@H](NC(=O)C[C@@H]1CC[C@@H]2[C@H](COC[C@@H](O)CN2Cc2ccc(C(F)(F)F)cc2)O1)c1ccccc1 | 0.2
C[C@@H]1CN([C@H](C)CO)C(=O)c2cc(NS(=O)(=O)c3ccc(Cl)cc3)ccc2O[C@@H]1CN(C)Cc1ccncc1 | -0.8
C[C@@H](NC(=O)C[C@H]1C[C@H]2c3cc(NC(=O)Nc4ccccc4F)ccc3O[C@H]2[C@H](CO)O1)c1ccccc1 | 0.1
CO[C@H]1CC[C@@H]2CCN(C)C(=O)[C@@H](C)[C@H](OC)CN(C)C(=O)c3cc(C#N)ccc3OC[C@H]1O2 | -0.4
O=C(C1CCCCC1)N1[C@@H](CO)[C@@H]2c3ccccc3N(S(=O)(=O)c3ccccc3)C[C@@H]21 | -0.6
C[C@H](CO)N1C[C@H](C)[C@H](CN(C)C(=O)Nc2ccc(F)cc2)OCCCC[C@H](C)Oc2ccc(NS(=O)(=O)c3cn(C)cn3)cc2C1=O | 0.6
COc1ccccc1S(=O)(=O)N(C)C[C@H]1Oc2cc(C#CCC(C)C)ccc2S(=O)(=O)N([C@H](C)CO)C[C@@H]1C | 0.2
CO[C@H]1CN(C)C(=O)c2cc(NS(=O)(=O)c3ccccc3C)ccc2OC[C@@H](C)NC[C@@H]1C | 0.2
C[C@@H]1CN([C@@H](C)CO)C(=O)c2cc(N(C)C)ccc2O[C@@H]1CN(C)Cc1ccc2c(c1)OCO2 | -10
C/C=C/c1ccc2c(c1)O[C@H](CN(C)C(=O)c1cccc(F)c1)[C@@H](C)CN([C@H](C)CO)S2(=O)=O | 3.8
O=C(C[C@@H]1C[C@@H]2c3cc(NC(=O)NC4CCCC4)ccc3O[C@@H]2[C@@H](CO)O1)NCc1cccnc1 | 0.9
Cc1noc(C)c1NC(=O)Nc1ccc2c(c1)C(=O)N([C@@H](C)CO)C[C@H](C)[C@H](CN(C)C(=O)Nc1cccc3ccccc13)O2 | 0.3
Cc1noc(C)c1S(=O)(=O)N(C)C[C@H]1Oc2ccc(NC(=O)Cn3cnnn3)cc2CC(=O)N([C@H](C)CO)C[C@H]1C | 2.2
C[C@H](CO)N1C[C@H](C)[C@H](CN(C)C(=O)NC2CCCCC2)Oc2ncc(-c3cccc(C(F)(F)F)c3)cc2C1=O | 1.5
Cc1ccc(-c2ccc3c(c2)O[C@H](CN(C)Cc2cncnc2)[C@@H](C)CN([C@@H](C)CO)S3(=O)=O)cc1 | 0.4
CCCC(=O)Nc1ccc2c(c1)OC[C@H](C)N(C(=O)CC)C[C@@H](C)[C@H](OC)CN(C)C2=O | -0.3
O=C(C[C@@H]1C=C[C@H](NC(=O)CCN2CCCCC2)[C@@H](CO)O1)Nc1nccs1 | -1.4
COc1cccc(NC(=O)N[C@H]2C=C[C@H](CC(=O)Nc3ccccc3)O[C@H]2CO)c1 | -1.1
C[C@H]1CN([C@@H](C)CO)C(=O)c2cc(NC(=O)Nc3cccc4ccccc34)ccc2O[C@H]1CN(C)CC1CCCCC1 | -1.2
CC(=O)N(C)C[C@H]1Oc2cc(/C=C/c3ccccc3)ccc2S(=O)(=O)N([C@H](C)CO)C[C@H]1C | 0.9
COc1ccc(OC(=O)N(C)C[C@H]2OCc3ccccc3-c3ccccc3C(=O)N([C@@H](C)CO)C[C@H]2C)cc1 | 0.2
C[C@H]1CN([C@@H](C)CO)S(=O)(=O)c2ccc(C3=CCCCC3)cc2O[C@H]1CN(C)Cc1cccc(C(=O)O)c1 | 0.7
CO[C@H]1CN(C)C(=O)c2cc(NC(C)=O)ccc2OC[C@H](C)N(CCC(F)(F)F)C[C@@H]1C | -9.5
COCC#Cc1ccc2c(c1)O[C@H](CN(C)C(=O)COC)[C@H](C)CN([C@@H](C)CO)S2(=O)=O | -0.3
C[C@H](CO)N1C[C@H](C)[C@H](CN(C)C(=O)CCC(F)(F)F)OCCCC[C@H](C)Oc2ccc(N(C)C)cc2C1=O | -16
CN(C)c1ccc2c(c1)[C@@H]1C[C@@H](CC(=O)NCc3ccc4c(c3)OCO4)O[C@H](CO)[C@@H]1O2 | -49
C[C@@H]1CN([C@H](C)CO)C(=O)c2cccc(NC(=O)Nc3ccc(C(F)(F)F)cc3)c2O[C@@H]1CN(C)CC1CCCCC1 | 0.7
CO[C@@H]1CN(C)C(=O)c2ccc(NC(=O)c3cc(C)on3)cc2OC[C@H](C)N(C(=O)C2CC2)C[C@@H]1C | 0.5
C[C@@H]1CN([C@@H](C)CO)C(=O)c2c(c3ccccc3n2C)-c2ccccc2CO[C@H]1CN(C)C(=O)Nc1cccc(Cl)c1Cl | 0.1
O=C(C[C@H]1CC[C@@H]2[C@H](COC[C@H](O)CN2S(=O)(=O)c2cccc(F)c2)O1)NC1CCC1 | 0.7
COc1ccc(C#Cc2cnc3c(c2)C(=O)N([C@H](C)CO)C[C@@H](C)[C@@H](CN(C)CC2CCOCC2)O3)cc1 | 0.3
O=C(C[C@H]1CC[C@@H]2[C@H](COC[C@H](O)CN2C(=O)c2ccccc2)O1)N1CCOCC1 | 0.0
CCC(=O)N1C[C@@H](C)[C@@H](OC)CN(C)C(=O)c2ccc(NC(=O)CC(F)(F)F)cc2OC[C@@H]1C | -0.2
Cc1ccc(S(=O)(=O)N[C@H]2CC[C@@H](CCNC(=O)Nc3ccc(Cl)cc3)O[C@@H]2CO)cc1 | -0.6
Cc1noc(C)c1NC(=O)N(C)C[C@@H]1Oc2c(NS(=O)(=O)c3ccc(Cl)cc3)cccc2C(=O)N([C@H](C)CO)C[C@H]1C | 0.7
COc1ccc(NC(=O)N(C)C[C@@H]2OCCCC[C@@H](C)Oc3ccc(NS(=O)(=O)c4ccccc4)cc3C(=O)N([C@H](C)CO)C[C@@H]2C)cc1 | 0.9

Continued:
SMILES | TcdB inh
COc1ccc(-c2ccc([C@H]3[C@@H](CO)N4CCCCN(C(=O)c5ccc6c(c5)OCO6)C[C@H]34)cc2)cc1 | 1.1
COc1ccc2c3c(n(C)c2c1)[C@H](CO)N(Cc1cc(F)ccc1F)CC31CCN(C(=O)C2CC2)CC1 | -1.0
O=C(C[C@@H]1CC[C@@H]2[C@H](COC[C@@H](O)CN2C(=O)c2cccnc2)O1)NCc1ccc(Cl)cc1 | 0.0
CN(C)Cc1cn(CC[C@H]2CC[C@@H](NC(=O)Nc3ccccc3F)[C@H](CO)O2)nn1 | -0.5
O=C(NCC(F)(F)F)[C@H]1[C@H](CO)[C@H]2Cn3c(cccc3=O)[C@H]2N1Cc1cccc(F)c1 | -1.2
O=C(C[C@@H]1C[C@@H]2c3cc(NC(=O)C4CCC4)ccc3O[C@@H]2[C@H](CO)O1)NCc1ccc(Cl)cc1 | 1.3
O=C(NCC[C@@H]1CC[C@H](NC(=O)C2CCOCC2)[C@H](CO)O1)c1cc(Cl)cc(Cl)c1 | -0.6
COc1ccc(NC(=O)N(C)C[C@H]2OCCCC[C@@H](C)Oc3ccc(NC(=O)CCC(F)(F)F)cc3C(=O)N([C@@H](C)CO)C[C@H]2C)cc1 | -0.7
COCC(=O)N(C[C@H]1N[C@@H](CO)[C@@H]1c1ccc(-c2cccnc2)cc1)C(C)C | -0.1
CC(=O)Nc1ccc2c(c1)C(=O)N(C)[C@@H]1CC[C@@H](CC(=O)NCc3ccc(F)cc3)O[C@H]1CO2 | 0.4
Cn1cnc(S(=O)(=O)N2CC[C@@H]3[C@@H](CO)Nc4ccc(-c5ccc(F)cc5)cc4[C@@H]32)c1 | 2.2
COC(=O)c1ccc([C@@H]2C=C(C(=O)NCc3ccccc3)O[C@H](OCCCCO)C2)cc1 | 0.6
CO[C@H]1CN(C)C(=O)c2cc(NC(=O)C3CC3)ccc2OC[C@H](C)N(CCC(F)(F)F)C[C@@H]1C | 0.6
CC(C)NC(=O)N(C)C[C@@H]1OCCCC[C@H](C)Oc2ccc(NC(=O)Nc3cccc4ccccc34)cc2C(=O)N([C@@H](C)CO)C[C@H]1C | -7.7
COc1ccc(NC(=O)Nc2ccc3c(c2)CC(=O)N([C@H](C)CO)C[C@H](C)[C@@H](CN(C)S(=O)(=O)c2cn(C)cn2)O3)cc1 | -0.3
COc1cccc(CN2CC3(CN(C)C3)c3c(n(C)c4cc(OC)ccc34)[C@@H]2CO)c1 | 0.1
C[C@@H]1CN([C@H](C)CO)C(=O)c2cc(NS(=O)(=O)c3ccc(Cl)cc3)ccc2O[C@@H](C)CCCCO[C@H]1CN(C)Cc1ccccc1 | -0.7
CO[C@H]1CN(C)C(=O)c2cc(NC(=O)C3CC3)ccc2OC[C@@H](C)N(C(=O)C2CCOCC2)C[C@@H]1C | -2.0
C[C@@H]1CN([C@H](C)CO)C(=O)c2cc(C#CC3CCCC3)cnc2O[C@H]1CN(C)C(=O)C1CCC1 | 0.6
C[C@H](NC(=O)[C@@H]1[C@@H](CO)[C@@H]2Cn3c(ccc(-c4ccncc4)c3=O)[C@@H]2N1C)c1ccccc1 | 0.5
CNC[C@H]1Oc2cc(-c3ccccc3F)ccc2S(=O)(=O)N([C@@H](C)CO)C[C@@H]1C | -1.6

Entries listed so far with a Cl atom:
SMILES | TcdB inh
C[C@@H]1CN([C@H](C)CO)C(=O)c2cc(NS(=O)(=O)c3ccc(Cl)cc3)ccc2O[C@@H]1CN(C)Cc1ccncc1 | -0.8
C[C@@H]1CN([C@@H](C)CO)C(=O)c2c(c3ccccc3n2C)-c2ccccc2CO[C@H]1CN(C)C(=O)Nc1cccc(Cl)c1Cl | 0.1
Cc1ccc(S(=O)(=O)N[C@H]2CC[C@@H](CCNC(=O)Nc3ccc(Cl)cc3)O[C@@H]2CO)cc1 | -0.6
Cc1noc(C)c1NC(=O)N(C)C[C@@H]1Oc2c(NS(=O)(=O)c3ccc(Cl)cc3)cccc2C(=O)N([C@H](C)CO)C[C@H]1C | 0.7
O=C(C[C@@H]1CC[C@@H]2[C@H](COC[C@@H](O)CN2C(=O)c2cccnc2)O1)NCc1ccc(Cl)cc1 | 0.0
O=C(C[C@@H]1C[C@@H]2c3cc(NC(=O)C4CCC4)ccc3O[C@@H]2[C@H](CO)O1)NCc1ccc(Cl)cc1 | 1.3
O=C(NCC[C@@H]1CC[C@H](NC(=O)C2CCOCC2)[C@H](CO)O1)c1cc(Cl)cc(Cl)c1 | -0.6
C[C@@H]1CN([C@H](C)CO)C(=O)c2cc(NS(=O)(=O)c3ccc(Cl)cc3)ccc2O[C@@H](C)CCCCO[C@H]1CN(C)Cc1ccccc1 | -0.7
